Screens: PubChem, Sanford-Burnham Center for Chemical Genomics
ATG4B inhibitor = ATG4B protease inhibitors, primary screen, biochemical, fluorescence, uHTS; Cysteine protease ATG4B (Homo sapiens), Q9Y4P1; ATG4B cleavage of LC3-PLA2, NBD-HPC fluorescence, 1 h; inhibition, % at 8.33 µM; 0.51% of 340,000 active; in the data active = inhibition above about 40%
Target sequence (Q9Y4P1 whole entry, looked up): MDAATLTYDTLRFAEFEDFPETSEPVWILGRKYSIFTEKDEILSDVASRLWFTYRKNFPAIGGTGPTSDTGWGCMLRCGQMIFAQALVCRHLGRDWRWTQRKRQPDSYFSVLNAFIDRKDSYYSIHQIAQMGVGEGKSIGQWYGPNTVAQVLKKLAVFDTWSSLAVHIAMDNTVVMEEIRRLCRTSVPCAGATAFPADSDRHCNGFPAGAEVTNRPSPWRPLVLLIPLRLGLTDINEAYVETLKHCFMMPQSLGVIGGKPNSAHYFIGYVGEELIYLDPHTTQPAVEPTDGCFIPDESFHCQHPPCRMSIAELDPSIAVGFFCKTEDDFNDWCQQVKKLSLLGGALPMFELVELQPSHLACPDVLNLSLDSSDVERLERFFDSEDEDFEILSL
* marks the source's active call; other numbers are inactive results. This is a subset (hit frequency here may not be typical).

entry	structure	ATG4B inhibitor
1	CCCCC(=O)c1ccc(OC(=O)c2ccc([N+](=O)[O-])cc2)cc1	-3.3
2	CS(=O)(=O)N(CC(=O)NCc1ccncc1)Cc1ccc(Cl)cc1	-2.6
3	O=C(CN1CCN(Cc2ccc3c(c2)OCO3)CC1)Nc1ccc2c(c1)OCCO2	-2.0
4	CC1CCCN(S(=O)(=O)c2cc(C(=O)NCCc3ccc(S(N)(=O)=O)cc3)ccc2Cl)C1 (stereo not drawn)	-12.0
5	CNC1(C(N)=O)CCN(Cc2ccccc2)CC1	-2.6
6	O=[N+]([O-])c1ccc2c(c1)ncn2-c1ccccc1	-4.5
7	O=C1CC(=O)N2CCSC2=N1	0.8
8	COc1ccc(CCNC(=O)COc2ccc(N(C)S(=O)(=O)c3ccc(Cl)cc3)cc2)cc1	1.5
9	CC(C)(O)CN(C(=O)c1ccccc1)C1CCCCC1	-2.4
10	O=C(O)C(O)c1ccco1 (stereo not drawn)	0.5
11	O=S(=O)(c1ccc(Cl)c(Cl)c1)N1CCc2nc3ccccc3n2CC1	-3.7
12	CC1CC(=O)C(C(C2=C(O)CC(C)CC2=O)c2ccccc2)=C(O)C1 (stereo not drawn)	6.7
13	CC(=NNC(=S)Nc1cccc(Cl)c1)c1ccccn1	2.3
14	CCOC(=O)c1[nH]c(=S)n(Cc2ccccc2)c1C(=O)OCC	4.5
15	O=CNc1c(Cl)cc2c(c1Cl)Cc1cc([N+](=O)[O-])ccc1-2	-0.6
16	Cc1c(C(=O)N/N=C/c2ccc(-c3ccccc3[N+](=O)[O-])o2)sc(N)c1C#N	-5.6
17	O=C1C(Cl)=C(Oc2ccccc2)C(=O)c2ccccc21	16.8
18	O=C(O)C(=Cc1cc2c(cc1[N+](=O)[O-])OCO2)c1cc2c(cc1Br)OCO2	6.2
19	COc1cccc(/C=N/Nc2ncc(C(F)(F)F)cc2Cl)c1O	-5.0
20	O=C(CCc1nnc(Cc2ccc3c(c2)OCO3)o1)NCc1nc2ccccc2s1	-8.6
21	O=C(NNc1ccccc1)c1ccc(Cl)c(Cl)c1	1.4
22	O=C(CN1C(=O)S/C(=C\c2cccs2)C1=O)Nc1ccc(C(=O)O)c(O)c1	9.1
23	C=CCOC(=O)c1ccccc1C(=O)OCC1CO1 (stereo not drawn)	-6.0
24	CCOC(=O)c1c(C)oc2c1c(C=NCc1ccccn1)c(O)c1ccccc12	2.5
25	CCC1([N+](=O)[O-])COC(c2ccc(C)cc2)OC1 (stereo not drawn)	-4.8
26	COc1cc2c(oc(=O)c3cc(C)cc(OC)c32)c2c(C3OC(C)C(O)C(C)(O)C3O)ccc(O)c12 (stereo not drawn)	-3.5
27	COC(=O)c1ccc(N2CCN(C)CC2)c(NC(=O)c2sc3ccccc3c2Cl)c1	-13.7
28	CN(C(=O)c1cccc(NC(=O)Cc2cccc(NC(=O)C3CCCN(C(=O)CCc4ccccc4)C3)c2)c1)C1CCC1 (stereo not drawn)	-15.5
29	O=C(Cc1cccc(NC(=O)C2CCN(C(=O)c3ccccc3)CC2)c1)Nc1cccc(C(=O)N2CCCCC2)c1	-9.0
30	O=C1CCN(Cc2ccco2)C(=S)N1	-4.5
31	O=c1c(Cl)c(Cl)cnn1-c1ccccc1	-3.9
32	CNS(=O)(=O)c1ccc(CNC[C@H]2O[C@@H](n3cnc(C(N)=O)n3)[C@H](O)[C@@H]2O)cc1	3.2
33	CN(CCc1ccccc1)C(=O)c1ccc(NC(=O)Cc2cccc(NC(=O)C3CCN(C(=O)C4CC4)CC3)c2)cc1	-5.6
34	O=C(C(=NNc1ccccc1)c1ccccc1)c1ccccc1	5.9
35	CCOC(=O)c1ccc(Nc2nc(C)cc(C)n2)cc1	-4.0
36	COc1cccc(C(c2cccc(OC)c2)c2ccccc2C(=O)O)c1	0.3
37	CN(C(=O)c1cccc(NC(=O)Cc2ccc(NC(=O)C3CCCN(C(=O)C4CCC4)C3)cc2)c1)C1CCCCC1 (stereo not drawn)	2.8
38	CCCCN1CC(C)(C)Oc2cccc(F)c2S1(=O)=O	1.3
39	O=S(=O)(c1cccc2ccccc12)N1CCC2CC1c1cc(Cl)ccc12 (stereo not drawn)	0.3
40	COCc1nc2oc3ccc(F)cc3c(=O)c2cc1C(=O)OC	-4.4
41	COc1cc(C(=O)C(=O)c2ccc(OC)c(OC)c2)ccc1O	7.3
42	COc1ccc(CN(C)CCCn2cnc3c(OCc4ccccc4)ncnc32)cc1	1.8
43	CC=CC1OCC(CC)C(CCC)O1 (stereo not drawn)	3.7
44	CC(=O)Nc1ccc(C=NNc2ccc([N+](=O)[O-])cn2)cc1	-2.9
45	Cc1ccc(-n2ncc(C(=O)Nc3cc(Cl)cc(Cl)c3)c2C2CCNCC2)cc1C	-11.3
46	N#CC(CC(=O)c1ccc(Cl)cc1)c1ccccc1 (stereo not drawn)	8.0
47	CCN(CCCNC(=O)CCNC(=O)Cn1ccc2ccccc2c1=O)c1ccccc1	-4.2
48	CN(C)CCNC(=O)c1cccc2nc3c(ccc4ccccc43)nc12	-18.2
49	CC(C)(C)S(=O)N1Cc2cc(=O)n(Cc3ccccc3)c(CCO)c2[C@H]1CCO (stereo partly drawn)	-6.6
50	O=C(O)C1CCc2nc(NCc3ccccc3)nc(NCc3ccccc3)c2C1 (stereo not drawn)	-7.2
51	O=C(/C=C/c1ccccc1)CC(=O)c1ccccc1	-4.3
52	Cc1cnc(NC(=O)C2(c3ccccc3)CC2)s1	7.1
53	COc1ccc2cc(C3=CCCC3(C)C(=O)O)ccc2c1 (stereo not drawn)	-2.6
54	COc1ccc(CNCCCNCc2ccc(OC)c(OC)c2)cc1OC	-5.0
55	CCOc1cc2c(cc1O)C(=NOC)CC1C2CCC2(C)C(O)CCC12 (stereo not drawn)	-8.1
56	Cc1c(C(=O)NCCCN2CCOCC2)sc2ncnc(N3CCN(c4ccccc4)CC3)c12	-8.9
57	CCOC(=O)c1cc([N+](=O)[O-])cc([N+](=O)[O-])c1Sc1ncnc2nc[nH]c12	1.9
58	CCOc1cc(-c2nc(-c3ccc(C)nc3OC)no2)cc(OCC)c1OCC	-4.2
59	CCC(C)Sc1cc(-c2nc3ccc(C)cn3c2NCc2ccccc2)ccc1OC (stereo not drawn)	8.1
60	CCOC(=O)Cn1c(=NC(=O)c2sc3ccccc3c2Cl)sc2cc(S(N)(=O)=O)ccc21	8.5

(further entries)
entry	structure	ATG4B inhibitor
61	Cc1cc(C)cc(C(=O)N2CCCCC2)c1	-2.9
62	CCOc1cc(N2CCOCC2)c(OCC)cc1NC(=O)C(NC(=O)c1c(F)cccc1F)C(C)C (stereo not drawn)	-3.4
63	CN(C)S(=O)(=O)c1ccc(/C(O)=C2/C(=O)C(=O)N(CCN3CCCCC3)C2c2cccnc2)cc1 (stereo not drawn)	-7.7
64	COc1cccc2oc(CCc3ccccc3)cc(=O)c12	0.7
65	O=C(Nc1cccc(S(=O)(=O)N2CCOCC2)c1)c1cc(S(=O)(=O)N2CCOCC2)c(Cl)cc1Cl	-0.5
66	O=C(Cc1cccc(F)c1)N1CCOCC1	2.7
67	O=c1n(CC2CO2)c(=O)n(CC2CO2)c(=O)n1CC1CO1 (stereo not drawn)	-7.6
68	CCCCN(C(=O)c1cccc(S(=O)(=O)N(C)c2ccc(C)cc2)c1)c1c(N)n(CC(C)C)c(=O)[nH]c1=O	-48.7
69	CC(C)Oc1ccc(S(=O)(=O)N2CCOCC2)cc1NC(=O)c1nn(C)c(=O)c2ccccc12	-3.1
70	Cc1cc(C(=O)OC(C(=O)Nc2ccc(C)c(Cl)c2)c2ccccc2)c(C)o1 (stereo not drawn)	-1.3
71	OC(CN(Cc1ccccc1)Cc1ccccc1)c1ccccc1 (stereo not drawn)	24.4
72	COc1cc(-c2n[nH]c(=S)n2Cc2ccccc2)cc(OC)c1OC	-9.7
73	CCC(=O)N1CCN(c2ccc(NC(=O)c3ccc([N+](=O)[O-])o3)cc2)CC1	4.4
74	CCn1c(=O)cc(SCC(=O)N2CCN(c3ccccn3)CC2)c2ccccc21	-1.2
75	O=c1[nH]nc(-c2ccc([N+](=O)[O-])o2)c(=O)[nH]1	-5.7
76	CN1C(C)(C)CC(NC(=O)c2ccco2)CC1(C)C	2.5
77	CN(CC(=O)Nc1cccc(F)c1)C(=O)c1cccc(S(=O)(=O)N2CCN(c3ccc(F)cc3)CC2)c1	-2.5
78	O=c1[nH]nnc2c1cnn2-c1ccccc1	-0.8
79	COc1ccc(CNC(=O)CN2CCC(NC(=O)c3cccc(OC)c3)CC2)cc1	-6.7
80	CCCc1cc2c(c(NC(C)=O)n1)c(=O)oc1ccccc12	4.8
81	COc1ccc(CCC(=O)Nc2ccc(Cl)c(S(=O)(=O)N3CCOCC3)c2)cc1OC	-7.4
82	Fc1ccc2[nH]c3c(N4CCN(Cc5ccc6c(c5)OCO6)CC4)ncnc3c2c1	48.4*
83	CC(C)(CCc1ccccn1)C(=O)CCCc1ccccn1	-7.5
84	COc1ccc(OCCCC(=O)OCC(=O)N2CCN(S(=O)(=O)c3ccc(C)cc3C)CC2)cc1	2.9
85	Nc1ccc(C2=Nc3cccc4cccc(c34)N2)cc1	-13.3
86	Nc1c(C(=O)NCC2CCCO2)c2nc3ccccc3nc2n1/N=C/c1ccncc1 (stereo not drawn)	-5.7
87	O=C(N/N=C/c1cccs1)c1cc(-c2ccncc2)nc2ccccc12	-3.1
88	c1ccc(CN=C(NCc2ccccc2)NCc2ccccc2)cc1	6.3
89	COCCN1C(=O)c2ccccc2C(C(=O)N2CCN(c3ccccn3)CC2)C1c1ccc(F)cc1 (stereo not drawn)	9.3
90	Cc1n[nH]c2c([N+](=O)[O-])c(=O)[nH]c(=O)n12	-7.5
91	O=C1NC(=S)S/C1=C\c1cc(Cl)cc(Cl)c1O	62.1*
92	CCC(C)(C)n1nnnc1C(c1cc2cc(C)cc(C)c2[nH]c1=O)N1CCN(Cc2ccc3c(c2)OCO3)CC1 (stereo not drawn)	7.5
93	O=C(O)CCN1c2ccccc2Sc2ccccc21	9.0
94	Cc1ccc2cc(C#N)c(SCC(=O)NNC(=O)Cc3ccccc3)nc2c1	2.4
95	COC(=O)c1cc([N+](=O)[O-])c(-n2cncn2)c([N+](=O)[O-])c1	2.6
96	O=C(NCCc1ccc2c(c1)OCCO2)c1cc(S(=O)(=O)N2CCCC2)ccc1Br	-5.5
97	COc1ccc(C=C2SC(=O)NC2=O)cc1OC	-5.0
98	O=C1NC(=O)C2(N1)c1ccccc1-c1ccccc12	1.1
99	Nc1nc2ccc(Cl)cc2o1	-0.7
100	COc1ccc(/C=N/N=C(\N)c2nonc2N)cc1	5.4
101	O=C(NCCc1ccccc1)c1c[nH]c2ccc(F)cc2c1=O	-3.2
102	O=C(/C=C/c1cccnc1)/C=C/c1cccnc1	2.8
103	CC(=O)Nc1ccc(OCc2ccccc2)cc1[N+](=O)[O-]	-8.4
104	CC1=CC2(C)C(C3C(C)=CC2(C)C(=O)C3(C)O)C(C)(O)C1=O (stereo not drawn)	-3.7
105	BrC(=C\c1ccccc1)/C=N/n1cnnc1	-0.3
106	COc1cc(C(=O)NCCc2ccc3c(c2)OCO3)cc(OC)c1OC	-0.6
107	CCCCCCCCCCCCCCCC[N+](C)(C)CCl	56.0*
108	NC(=O)c1cccc(N=Cc2cc(Cl)cc(Cl)c2O)c1	20.0
109	CN(CC(=O)Nc1cc(S(=O)(=O)N2CCCC2)ccc1Cl)Cc1nc2ccccc2c(=O)[nH]1	-9.5
110	COc1ccc(C(=O)c2cc([N+](=O)[O-])ccc2N2CCOCC2)cc1	-9.6
111	CCN(C(=O)COC(=O)CCCc1c[nH]c2ccccc12)c1c(N)n(Cc2ccccc2)c(=O)[nH]c1=O	-37.9
112	O=[N+]([O-])c1ccc(Sc2cccc[n+]2[O-])c2nonc12	-7.2
113	COCCCNC(=S)NCCNc1nc2c(C)c(C)ccc2cc1C#N	-18.6
114	CCC1(c2ccccc2)SCC(c2ccccc2)=NC1=O (stereo not drawn)	21.7
115	C=C1C(=O)OC2C1C(OC(=O)C(C)=CC)CC(=C)C1C(O)C3OC3(C)C21O (stereo not drawn)	4.4
116	O=C1CCC(=O)N1OCCCOc1ccc(Br)cc1Cl	-2.8
117	Cc1cn(C2CCCCO2)c(=O)nc1NO (stereo not drawn)	3.2
118	CCCn1cnc2c(Sc3c([N+](=O)[O-])ncn3C)nc(N)nc21	-8.1
119	Nc1ccc2c(c1)Cc1cc(N)c(Cl)cc1-2	3.5
120	COc1ccc(N=CC2CCCCC2=O)c([N+](=O)[O-])c1 (stereo not drawn)	-2.6
121	O=C1/C(=C/c2ccccn2)SC(=S)N1Nc1ncc(C(F)(F)F)cc1Cl	4.6
122	COc1ccc(NS(=O)(=O)c2cc(NC(=O)C3=NN(c4ccccc4)C(=O)CC3)ccc2C)cc1	-18.7
